GPR35 arrestin U2OS = GPR35 antagonists blocking zaprinast-driven arrestin recruitment, primary screen, imaging, U2OS, beta-arrestin-GFP, zaprinast agonist (AID 2058); U2OS GPR35 beta-arrestin-GFP translocation imaging, zaprinast antagonism; higher % means a stronger effect; one-dose inhibition, % at 10 µM; IC50 in µM for titrated hits; actives 0.052% (n = 290,000);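 active means inhibition of at least 50% with at least 30 cells and total cytoplasm GFP at most 10,000,000; inconclusive means under 30 cells or total GFP of 10,000,000 plus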
ER stress rescue = rescue of cells from ER stress-induced death, primary screen, 384-well, CSM14.1, thapsigargin, ATP luminescence (AID 1222); CSM14.1 thapsigargin-induced death rescue, ATP luminescence; higher % means a stronger effect; cellular ATP content (survival), % at 20 µM, or EC50 in µM where a hit was titrated; 190,000 tested, under 10 active;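 active means EC50 below 50 µM in the dose-response confirmation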;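 further: death triggered by thapsigargin at about 15 µM added after 2 h compound pretreatment; cell ATP read after overnight thapsigargin exposure of roughly 18 to 22 hours; normalized against plate controls of thapsigargin alone and 5% DMSO vehicle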
LYP phosphatase = PTPN22 lymphoid phosphatase activity blockers – biochemical, fluorescence intensity, uHTS (AID 1779) | recombinant LYP phosphatase, fluorescence intensity; higher % means a stronger effect | one-dose inhibition, % at 11.5 µM; IC50 in µM for titrated hits | actives 0.054% (n = 290,000); in the data active means inhibition above about 50%;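 further: plate controls were vehicle with enzyme for no effect and no enzyme for full effect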
MgcRacGAP inhibition = MgcRacGAP GTPase-activating activity inhibitors, confirmation, biochemical, ADP Hunter fluorescence | inhibition, % at 30 µM; hits with a dose series show IC50 in µM | actives 0.6% (n = 340,000) | MgcRacGAP-stimulated Rac1 GTP hydrolysis, ADP Hunter fluorescence; higher % means a stronger effect; GST-tagged Rac1 F28L mutant substrate;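 active means first-screen hits whose inhibition reached a set limit at any dose in the follow-up dose series; inconclusive means inhibition above the set first-screen limit but never retested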;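 further: fluorescence reports GDP produced by GAP-driven GTP hydrolysis; strong numbers were not always called active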
Salmonella PhoP GFP = PhoP-dependent GFP reporter repression – Salmonella Typhimurium, primary screen (AID 1863); S. Typhimurium PhoP-regulated promoter GFP reporter, 4 h; higher % means a stronger effect; inhibition, % at 50 µM; hits with a dose series show IC50 in µM; actives 0.16% (n = 300,000);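 active means inhibition over 29.93%, a cutoff 3 SD above the screen mean, later confirmed by dose response; inconclusive means inhibition over 29.93% but no dose response follow-up; inactive means inhibition at most 29.93% or unconfirmed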;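 further: 0% = low Mg2+ inducing control and 100% = high Mg2+ repressing control; strong numbers were not always called active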
RSV antiviral HEp-2 = inhibition of RSV-induced cytopathic effect – HEp-2 cells, primary 10 µM value included (AID 2391); HEp-2 cells, RSV-induced CPE inhibition; higher % means a stronger effect; actives 0.13% (n = 310,000); one-dose CPE inhibition, % at 10 µM; IC50 in µM for titrated hits; in the data active means a potency from the dose series; inconclusive means CPE inhibition mostly from about 23% at the one dose, without a potency; inactive means the rest, 99 in 100 with CPE inhibition below about 21%; further: strong numbers were not always called active
West Nile virus CPE = West Nile virus antiviral activity, cell-based, CPE readout (AID 1621) | CPE inhibition, % at 10 µM; hits with a dose series show IC50 in µM | actives 0.02% (n = 290,000) | West Nile virus-infected cells, CPE inhibition; higher % means a stronger effect; in the data active means a potency from the dose series; inconclusive means CPE inhibition mostly from about 3.7% at the one dose, without a potency; inactive means the rest, 99 in 100 with CPE inhibition below about 2.2%; further: strong numbers were not always called active
Large T inhibition = TAg ATPase/helicase activity blockers – biochemical (AID 1903). SV40 large T antigen ATPase/helicase inhibition assay; higher % means a stronger effect. actives 0.39% (n = 310,000). inhibition, % at 20 µM; hits with a dose series show IC50 in µM; in the data active means a potency from the dose series; inconclusive means inhibition mostly from about 32% at the one dose, without a potency; inactive means the rest, 99 in 100 with inhibition below about 32%; further: strong numbers were not always called active
Dengue-2 NS5 capping = Dengue-2 NS5 methyltransferase inhibitors, primary screen, biochemical, confirmation dose response (AID 588689) | Dengue-2 NS5 methyltransferase capping enzyme assay, biochemical; higher % means a stronger effect | inhibition, % at 25 µM, or IC50 in µM where a hit was titrated | actives 0.3% (n = 340,000); in the data active means a potency from the dose series; inconclusive means inhibition above about 29% without an active follow-up result
Dengue-2 NS5 capping pilot replicate = also measured in Dengue-2 NS5 capping; calls as there; inhibition, %; measured here: pilot screen replicate inhibition
* hit, by the source's call; ? = inconclusive; . = no result given; & = joins results of further samples.

SMILES | GPR35 arrestin U2OS | ER stress rescue | LYP phosphatase | MgcRacGAP inhibition | Salmonella PhoP GFP | RSV antiviral HEp-2 | West Nile virus CPE | Large T inhibition | Dengue-2 NS5 capping | others
COc1ccc(C(=O)Nc2ncc3c(n2)CC(C)CC3=O)cc1 (centres undefined) | -3.3% | -1.1% | -3.6% | 10.3% | -9.1% | 1.8% | 0.3% | 6.2% | 3.6%
Cc1cc(C)c(S(N)(=O)=O)c(C)c1N(C)S(=O)(=O)c1ccccc1 | -4.7% | 0.0% | 3.8% | 7.5% | -4.4% | -0.5% | -0.1% | 20.3% | -1.6%
COc1ccc(NS(=O)(=O)c2cccc(C(=O)NCc3ccccn3)c2)cc1 | . | . | . | 2.7% | 5.1% | 0.6% | . | 13.8% | -3.7%
C/C(Cn1nnc([N+](=O)[O-])n1)=N\NC(=O)c1ccccc1Cl | 7.5% | -1.1% | -6.0% | 5.4% | 1.0% | -1.1% | ? | 1.2% | -6.8%
CCCCCn1c(=O)[nH]c2cc(C(=O)NCCCN3CCCCC3CC)ccc2c1=O (centres undefined) | 10.7% | . | -9.2% | 8.2% | -1.7% | -0.6% | -0.8% | 5.9% | -6.2%
CO/N=C/c1ccc(Sc2ccccc2)c([N+](=O)[O-])c1 | -0.8% | 3.2% | -6.7% | -3.0% | 8.3% | 2.1% | 0.3% | 7.2% | -0.6%
Cc1nc2ccccc2cc1C(=O)N/N=C/c1ccc([N+](=O)[O-])cc1 | -8.8% | 0.4% | -2.3% | -12.4% | 5.1% | -0.3% | -0.3% | 6.4% | -2.6%
Cc1ccc(-c2nc3c(Cl)cc(Cl)cc3c(=O)n2O)cc1 | -6.9% | . | -3.3% | 0.0% | -3.7% | 0.7% | 1.0% | -22.0% | 1.3%
CCCCCN(C(=O)NC(=O)Nc1ccc(C)cc1C)S(C)(=O)=O | 0.9% | -0.6% | -2.7% | 5.8% | 0.0% | -0.5% | -0.5% | 7.8% | -8.6%
CC(C)CNC(=O)NC(=O)COC(=O)C1CSC2(c3ccc(F)cc3)CCC(=O)N12 (centres undefined) | -14.1% | -1.4% | -6.8% | 6.5% | 0.5% | -1.6% | 0.3% | 18.8% | 4.4%
Cc1ccc(CNC(=O)CCSCc2cccc(F)c2)cc1 | -3.5% | . | -9.8% | 7.9% | 2.0% | 0.0% | -0.4% | 1.2% | -4.8%
N/C(=N\N=C\c1ccc(O)c(O)c1)c1nonc1N | 6.0% | . | -2.8% | ? | -5.4% | 11.4% | 0.8% | 23.4µM* | -2.3%
O=C(CSc1ccc2c(c1)OCCO2)NCCc1ccc(Cl)cc1Cl | 1.5% | 3.1% | -5.0% | 6.4% | 36.6% | 14.0% | -1.6% | 1.8% | -1.3%
Cc1cc(/C=C2\SC(=O)N(C)C2=O)c(C)n1-c1ccc(S(N)(=O)=O)cc1 | 1.5% | . | 0.7% | 2.5% | -9.4% | 1.5% | -1.3% | 20.3% | -8.1%
CC(=O)Nc1cc(OC(C)=O)c2nonc2c1OC(C)=O | -10.4% | -3.2% | -4.8% | -4.3% | . | -2.5% | -2.1% | . | 38µM*
Cc1nc2ccc(C(=O)N(C)CC3CCCN(CCc4ccc(Cl)cc4)C3)cc2[nH]1 (centres undefined) | -11.4% | . | -12.8% | -6.4% | -1.6% | -2.4% | 0.1% | 20.3% | -3.7%
CC1=NN(c2ccc(C)cc2)C(=O)/C1=C\c1ccc(Br)s1 | 7.2% | -2.0% | 2.6% | 8.4% | 1.7% | 3.0% | -0.1% | -1.1% | 11.6%
COc1ccc(NC(=S)NC2CC3CCC2C3)c(OC)c1 (centres undefined) | 14.7% | . | -5.1% | 0.7% | 16.4% | 1.9% | -0.8% | 1.7% | -3.3%
COc1ccc2nc(C)cc(SCC(=O)O)c2c1 | 7.3%&-2.5% | 3.7%&-1.6% | -7.1%&-5.3% | 7.6%&19.3% | 2.5%&4.4% | -0.1%&3.1% | 0.8%&-0.5% | -2.1%&8.3% | -8.3%&-8.8%
CCn1c(C(=O)NCc2cccnc2)cc2sc(Cl)cc21 | -10.7% | -2.0% | -3.1% | -0.4% | 6.6% | 4.7% | . | 12.3% | -3.2%
COc1cc(O)c(C(CC(=O)N2CCCCC2)c2ccc3c(c2)OCO3)c(OC)c1 (centres undefined) | -16.5% | . | -9.8% | 9.2% | 1.5% | 1.4% | -0.7% | -5.7% | -0.4%
COc1ccc(N(CC(=O)N2CCc3ccccc32)S(=O)(=O)c2c(C)n[nH]c2C)cc1 | -3.1% | -0.8% | 0.0% | 5.9% | -4.0% | 3.5% | -0.8% | 1.2% | -1.1%
COc1ccc(C(=O)Nc2ccccc2-c2nnn(CC(=O)Nc3ccc4c(c3)OCCO4)n2)cc1 | -1.6% | -1.3% | 2.5% | 6.5% | -4.7% | -1.2% | 1.0% | 7.9% | ?
Cn1c(=O)c2c(nc(Cc3ccccc3)n2C)n(C)c1=O | 5.0% | . | -0.7% | 6.0% | -7.5% | 3.5% | -0.5% | 3.7% | 1.3%
COc1ccc(S(=O)(=O)N2CCN(C(=S)Nc3ccc(S(N)(=O)=O)cc3)CC2)cc1 | 2.8% | . | -12.9% | 3.5% | 8.7% | 0.6% | 0.4% | 13.8% | -3.5%
SMILES | GPR35 arrestin U2OS | ER stress rescue | LYP phosphatase | MgcRacGAP inhibition | Salmonella PhoP GFP | RSV antiviral HEp-2 | West Nile virus CPE | Large T inhibition | Dengue-2 NS5 capping | others
CCn1c(CSc2nc3ccccc3s2)nnc1SCC(=O)OC(C)(C)C | -11.8% | 0.8% | 1.0% | 6.2% | -6.4% | 1.5% | 0.2% | 4.9% | -4.1%
CCCn1c(=N)n(CC(O)COc2ccc(C)cc2)c2ccccc21 (centres undefined) | -0.1% | . | -5.1% | -9.3% | 5.3% | 1.2% | -1.4% | 23.9% | 3.1%
COc1ccc(OC)c(Nc2nc(-c3ccc(O)c(O)c3)cs2)c1 | 22.2% | -3.3% | 2.1% | 30.7% | 12.3% | 5.6% | 0.6% | ? | 18.8%
CC(C)c1cccc(C(C)C)c1NC(=O)CN1C(=O)NC2(CCCC2)C1=O | -3.8% | . | -6.3% | -1.5% | 10.1% | 1.4% | -0.1% | 1.5% | -3.2%
Clc1cccc(Cl)c1/C=N/Nc1c(Cl)cncc1Cl | 1.8% | . | -4.3% | -9.9% | -7.9% | 4.8% | -0.3% | 5.6% | -10.8%
Fc1ccc(N=c2ssnc2Cl)c(F)c1 | 2.6% | -0.5% | 0.5% | 8.0% | 28.8% | 0.8% | 0.8% | 8.2% | -3.0%
O=C(Nc1cccnc1)c1ccc(Cl)c(S(=O)(=O)N2CCc3ccccc32)c1 | -6.0% | 2.2% | -3.6% | 4.0% | 2.5% | -2.0% | -0.1% | 5.8% | -3.6%
CC1CCN(CCOc2ccc(OCc3ccccc3)cc2)CC1 | -9.4% | -2.2% | -2.8% | 19.3% | 13.7% | -1.0% | -1.0% | 9.1% | 2.6%
CCN(CC(=O)Nc1ccccc1OC)C(=O)C1CCC1 | . | . | . | 3.7% | -3.8% | -1.3% | . | -3.1% | -4.4%
CCC(=O)N1CCc2cc(S(=O)(=O)N3CCN(c4ccccc4)CC3)ccc21 | 5.6% | . | -1.2% | 8.4% | 5.0% | 9.6% | 1.2% | 3.5% | 2.3%
Cc1ccc(C2CN(CCC(N)=O)C(=O)CO2)cc1 (centres undefined) | . | . | . | 3.5% | . | 1.7% | . | 14.4% | 2.4%
CN1CCN(C(=O)CCC(=O)c2ccc(F)cc2)CC1 | -9.6% | -3.6% | -8.4% | 7.2% | 20.1% | 0.3% | -0.1% | -1.3% | .
O=C(/C=C/c1ccccc1)C1=C(O)C(=O)N(CCO)C1c1cccc([N+](=O)[O-])c1 (centres undefined) | -4.3% | . | -6.7% | . | -7.6% | 1.1% | 0.5% | 7.5% | .
COc1cc(N=C(N)N=C(N)N)cc(OC)c1 | -3.5% | -0.5% | 4.1% | 9.3% | -3.4% | -1.3% | -0.1% | 1.6% | -7.6%
CC(C)NC(=O)COC(=O)/C=C/c1ccco1 | -10.5% | -1.5% | 47.5% | 8.9% | -11.9% | 2.4% | 0.0% | 7.8% | 9.6%
COc1ccc(-n2nc([N+](=O)[O-])c(=NCCc3cccc(C)c3)n2O)cc1 | 3.1% | -1.8% | -1.8% | 8.5% | -3.5% | 0.6% | -0.5% | 8.6% | -8.1%
Cc1ccccc1C(=O)NCCc1nnc(SCC(=O)Nc2nc(-c3ccccc3)cs2)n1C | 7.4% | -0.1% | -5.3% | 3.0% | -5.7% | 1.4% | 0.4% | -7.4% | -10.2% | Dengue-2 NS5 capping pilot replicate=0.5
c1ccc(C[n+]2cccc3c4ccccc4ccc32)cc1 | 2.1% | -1.5% | -13.9% | 12.5% | 3.8% | 6.1% | 0.4% | 3.9% | 0.0%
Cc1ccc2nc(-c3cccc(Br)c3)cc(C(=O)NCC3CCCO3)c2c1 (centres undefined) | 8.9% | . | -0.9% | 2.6% | 1.1% | 6.6% | 0.3% | 3.8% | 13.8%
COC(=O)c1cccc(C(=O)N2CCC(CO)(Cc3ccccc3Cl)CC2)c1 | 0.4% | 5.2% | -6.8% | 5.7% | -3.8% | 11.7% | -0.5% | -0.8% | -2.2%
O=C(COc1ncnc2scc(-c3ccc(Cl)cc3)c12)NCc1ccco1 | 14.5% | -1.5% | -5.0% | 7.8% | -13.0% | 6.0% | 0.8% | 8.1% | -4.2%
COc1ccc(-c2c3c(=O)n(C)c(=O)n(C)c3cn2Cc2cccnc2)cc1 | -3.9% | -0.7% | 6.0% | 9.4% | 7.7% | 1.0% | 0.7% | 8.2% | 0.7%
Cc1c(C)c2c(OCC(=O)NCc3ccncc3)cc3c(c2oc1=O)CCC(C)(C)O3 | -5.9% | . | -21.3% | 6.5% | -4.0% | 0.5% | -0.9% | 6.9% | -3.6%
C=CCn1c(SCC(=O)Nc2ccc(O)cc2)nc2sc(CC)cc2c1=O | -7.7% | . | -6.0% | 54.5µM* | 0.9% | 1.4% | -0.4% | 10.5% | -7.5%
